# Source: PubChem BioAssay
# S3 lipid droplet = qHTS Assay for Lipid Storage Modulators in Drosophila S3 Cells. AID 2685. lipid storage change, negative = inhibition, % at the top dose, mostly 46.1 µM; hits show Potency in µM. 320,000 compounds, 0.64% hits. Drosophila S3 cells, BODIPY lipid droplet fluorescence, 18-24 h; cells fed with added oleic acid; active means well fitted inhibition curve with a large enough effect in the signal ratio, with a control signal flat, not every such curve was filed as active; inconclusive means small, poorly fitted or top-dose-only effect, or effect the other way, or a change in a side signal; the % refers to the signal ratio
#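 Drosophila S3 cells got compounds at several concentrations plus oleic acid (400 uM solution). Laser-scanning cytometry with 488 nm excitation read lipid droplets at 500-530 nm and cells at 575-640 nm. Percent activity was relative to 20 uM Triacsin C.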
# S3 lipid droplet cell count max = recorded beside S3 lipid droplet, whose call it bears; cell number change, %; measured here: cell count max response;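 cells counted by Cell Tracker Red CMTPX staining in the red channel; peak over a dose series mostly up to 46.1 µM; percent activity relative to internal control wells on each plate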
# * = called active by the depositor; i = inactive; u = inconclusive; x = not tested or not shown; & = joins results of further samples. On the % scale 0 is the no-effect control and ±100 the full control effect; potency means the concentration at half of the fitted maximal effect. This is a subset; the hit share may differ from the screen's.
S3 lipid droplet	S3 lipid droplet cell count max	Compound
-5%	-15	CCCCCCC(=O)N1C/C=C\C(c2ccc(OC)cc2)N(Cc2ccc(F)cc2)C(=O)C1 (stereo not given)
-4%	8	CCOc1ccc(N/C(C)=C/C(=O)c2ccc(C)o2)cc1
u	x	O=C(O)c1ccc(OCCCCCCOC2CCCCO2)cc1 (stereo not given)
u	x	O=C(CSc1nc(-c2ccccc2)c(-c2ccccc2)[nH]1)NCC1CCCO1 (stereo not given)
10%	-9	CCn1c(SCC(=O)NCC2CCCO2)nnc1-c1c[nH]c2ccccc12 (stereo not given)
u	x	COc1ccc2[nH]cc(C(=O)CCl)c2c1
u	x	CCOC(=O)N1CCN(C2CCCN(C(=O)c3ccccc3SC)C2)CC1 (stereo not given)
8%	16	CC(=O)NC(=S)Nc1ccc(NC(=S)NC(=O)/C=C/c2ccco2)cc1
-5%	12	COc1ccccc1NC(=O)c1cnc2n(c1=O)CCS2
-6%	-10	CC(C)CCOC(=O)C1[C@H]2C(=O)N(Cc3cccs3)C[C@]23C=C[C@H]1O3 (stereo not given in full)
u	x	COc1cc(C(=O)Nc2cccc(S(=O)(=O)N3CCCC3)c2)c([N+](=O)[O-])cc1OC
u	x	COc1ccc(NC(=O)N2CCC(C(=O)c3ccc4c(c3)OCCO4)CC2)cc1
u	x	CC(=O)NC1CC2CCCC(C1)N2S(=O)(=O)c1ccccc1 (stereo not given)
u	x	O=C(CCCOc1ccccc1)Nc1cccc(S(=O)(=O)N2CCCCC2)c1
11%	8	Cc1nn(-c2ccccc2)c(C)c1NC(=O)COC(=O)Cc1cccc(C(F)(F)F)c1
20%	15	CC1CC2(C)Oc3ccccc3CC2C(C)C1CNCCCN(C)C (stereo not given)
-11%	-25	Cc1ccc(S(=O)(=O)NNC(=O)c2cnn(-c3ccc(Cl)cc3)c2C(F)(F)F)cc1
3%	7	COc1ccc(-c2csc(NC(=O)/C(N=Nc3ccccc3)=C(\C)O)n2)cc1
u	x	O=C(NC(c1ccccc1)c1ccccc1)c1ccc(CO)cc1
3%	25	O=C(/C=C/c1ccccc1)Nc1cccnc1
u	x	O=C1CCCc2nc3nc4ccccc4n3cc21
u	x	COc1cc(C(=O)OCC(=O)NC(N)=O)cc(CN2C(=O)c3ccccc3C2=O)c1OC
u	x	COc1ccc(CC(=O)OCN2C(=O)c3ccccc3C2=O)cc1
u	x	O=C(CCSc1nc(-c2ccco2)cc(C(F)(F)F)n1)NCc1cccs1
9%	x	O=C(CSc1ccc([N+](=O)[O-])cn1)Nc1ccc2[nH]c(=O)[nH]c2c1
u	x	O=C(Cn1ccc2ccccc21)Nc1ccc2c(c1)OCO2
13%	4	COc1cc(C=C2C(=O)OC(C)(C)OC2=O)cc(Cl)c1OCC(=O)Nc1ccccc1
u	x	CN(C)c1ccc(/C=N/N2C(=S)SC(C)(C)C2N(O)C(=O)Nc2ccc([N+](=O)[O-])cc2)cc1 (stereo not given)
i	-6	Cc1nn(Cc2ccccc2)c(C)c1C(=O)NCCCN1CCCC1=O
-6%	-9	O=S1(=O)c2ccccc2C(CCO)N1Cc1ccccc1 (stereo not given)
u	x	Nc1nnc(SCC(=O)Nc2cc(C(F)(F)F)ccc2N2CCOCC2)s1
u	x	Nn1c(SCc2ccccc2F)nnc1-c1cccnc1
u	x	COc1cccc(/C=C2\CCC(C3CCCC3)C2=O)c1 (stereo not given)
-3%	10	CCCCC[C@H](O)/C=C/[C@H]1C=CC(=O)[C@@H]1C/C=C\CCCC(=O)O
2%	17	CC(=O)c1ccc(N(C(=O)CS(=O)CC(=O)Nc2ccc(F)cc2)C(C(=O)NC2CCCCC2)c2cccs2)cc1 (stereo not given)
u	x	Nc1nc(SCC(=O)OCc2ccccc2)[nH]c(=O)c1NC(=O)c1ccco1
u	x	O=C(/C=C/c1ccccc1)OCCCCN=C1NS(=O)(=O)c2ccccc21
-20%	25	COc1cccc(N2CC(C(=O)Nc3nnc(SCC(=O)NC4CCCC4)s3)CC2=O)c1 (stereo not given)
7%	21	CCOC(=O)c1c(CSc2ccccc2)n(C)c2cc(Br)c(O)c(CN(C)C)c12
u	x	CN(C)C(=O)C1Cc2ccccc2CN1S(=O)(=O)c1ccc(F)cc1 (stereo not given)
i	x	CCOc1cc(C2C(C(=O)c3ccccc3)=C(C(=O)OC)Nc3nnnn32)ccc1O (stereo not given)
2%	8	CC1=C(C(=O)OCCBr)C(c2cccc3ccccc23)NC(=O)N1 (stereo not given)
u	x	CC(C)(C)c1cc(NC(=O)c2c(F)cccc2Cl)n(-c2ccccc2)n1
u	x	Cc1cc2oc(C(=O)NCCc3ccc(S(N)(=O)=O)cc3)c(C)c2cc1C
u	x	COC(=O)c1ccc(SCC(=O)N2CCC(C)CC2)c([N+](=O)[O-])c1
u	x	CC(C)C(NC(=O)c1ccccc1)C(=O)N/N=C\c1ccco1 (stereo not given)
8%	13	COc1cccc2[nH]c(C(=O)NCC3CCCO3)cc12 (stereo not given)
u	x	COc1ccc(S(=O)(=O)N2CCCC2)c(Cl)c1Cl
0%	4	CC(=O)Nc1nc(C)c(Oc2ccc(Cl)cc2)c(=O)[nH]1
u	x	N#Cc1ccc(CSc2nnc(-c3cccs3)n2-c2ccccc2)cc1
i	-18	CCN(c1cccc(C)c1)S(=O)(=O)c1cn(CC(=O)OC)c2ccc([N+](=O)[O-])cc12
u	x	COc1cc(/C=C/C(=O)Nc2nnc(CC(C)C)s2)cc(OC)c1OC
6%	-12	Cc1cc(C)c(NC(=O)C2CCN(c3cnccn3)CC2)c(C)c1
-15%	-18	CCOC(=O)CSc1nc2ccccc2c(=O)n1CC1CCC(C(=O)NCc2ccco2)CC1 (stereo not given)
1%	-11	CCOC(=O)c1sc(-c2ccc(Cl)cc2)nc1O
u	x	CCCCC(C(=O)NC(C)(C)C)N(Cc1ccco1)C(=O)c1snc(C(N)=O)c1N (stereo not given)
7%	8	Cc1[nH]c2ccccc2c1CCN(Cc1cccs1)C(=S)NC(C)(C)C
u	x	COc1ccc(Br)cc1CNC(=O)C1CCCN(c2nc3ccccc3o2)C1 (stereo not given)
-18%	0	O=C(COC(=O)/C=C/c1nc2ccccc2s1)Nc1cccc2ccccc12
u	x	CCCOc1cc(CC(=O)NCc2ccco2)ccc1OC

# (list continues)
S3 lipid droplet	S3 lipid droplet cell count max	Compound
u	x	CCOC(=O)c1c(NC(=O)c2c(Br)cnn2C)c(C#N)nn1-c1ccccc1
u	x	Cc1ccccc1OCC(O)CNC1CCC(NCC(O)COc2ccccc2C)CC1 (stereo not given)
u	x	O=C(O)COc1ccccc1O
-1%	8	CC(C)NC(=S)N(CCc1ccncc1)C(C)C
-4%	-9	CCCCC1C2=C(CC(C)(C)CC2=O)OC2=C1C(=O)CC(C)(C)C2
u	x	Cc1ccc2sc(NNC(=O)C3=COCCO3)nc2c1C
u	x	COc1cccc(OCCCCN2CCCCC2)c1
u	x	CCn1c(SCCC#N)nnc1-c1ccncc1
i	12	CCOC(=O)N1CCN(Cc2nc3cc(NC(C)=O)ccc3n2C)CC1
u	x	Cc1cccc(C)c1NC(=O)CNC(=O)C1CC(=O)N(Cc2ccccc2)C1 (stereo not given)
19%	15	CC(C)Nc1nc(NC(C)C)nc(Oc2ccc(=O)n(C)n2)n1
u	x	COc1ccc(-c2nc(CS(=O)CC(=O)NCC3CCCO3)c(C)o2)cc1 (stereo not given)
u	x	COc1ccc(NC(=O)C2CCCN(S(=O)(=O)c3ccc4[nH]c(=O)ccc4c3)C2)cc1OC (stereo not given)
10%	1	O=C(CSc1ccccc1)NN1C(=O)c2ccccc2C1=O
-9%	3	COc1cc(/C=N/NC(=O)C2=NNC(=O)C2C)ccc1O (stereo not given)
16%	-11	COc1cccc(NC(=O)Cc2nc(-c3ccccc3)sc2-c2ccc(C)cc2)c1
-2%	29	O=C(Nc1ccccc1C(=O)NC(Cc1ccccc1)C(=O)NC1CCCCC1)c1ccccc1 (stereo not given)
u	x	Cc1ccc(OCc2cc(C(=O)NCCn3cccn3)no2)cc1C
-11%	-2	O=C(Nc1cccc(F)c1)c1cc(S(=O)(=O)N2CCC(C(=O)O)CC2)ccc1F
u	x	O=C(Nc1cccc(Cl)c1)Nc1nc(-c2ccccc2)cs1

# Retrieved by compound from the entries so far:
S3 lipid droplet	S3 lipid droplet cell count max	Compound
u	x	COc1cccc(OCCCCN2CCCCC2)c1
-4%	-9	CCCCC1C2=C(CC(C)(C)CC2=O)OC2=C1C(=O)CC(C)(C)C2
10%	1	O=C(CSc1ccccc1)NN1C(=O)c2ccccc2C1=O
-11%	-2	O=C(Nc1cccc(F)c1)c1cc(S(=O)(=O)N2CCC(C(=O)O)CC2)ccc1F

# Next results:
S3 lipid droplet	S3 lipid droplet cell count max	Compound
u	x	Cc1ccc(OCCCCn2c(CO)nc3ccccc32)cc1
u	x	CCOC(=O)c1cnc(Nc2nc3ccccc3o2)nc1C
-12%	11	CN(c1ccc(C(=O)NCc2ccccn2)cc1)S(C)(=O)=O
-8%	0	Cc1ccc(C(=O)COC(=O)c2cccc(N3C(=O)c4c(C)nc5ccccc5c4C3=O)c2)cc1C
u	x	O=C(CSc1nnc(-c2ccco2)n1-c1ccccc1)NCCc1ccccc1
u	x	CCN1C(=O)[C@H]2[C@@H](c3ccc(-c4ccc(Cl)c(Cl)c4)cc3)N[C@@](CC(C)C)(C(=O)OC)[C@H]2C1=O
6.5µM*	2.1*	O=C(O)c1ccc(S(=O)(=O)/N=C2\C=C(Nc3ccccc3F)C(=O)c3ccccc32)cc1
u	x	CCOc1ccc(N(CC(=O)Nc2ccc(C)c(F)c2)C2=NC3CS(=O)(=O)CC3S2)cc1 (stereo not given)
u	x	C#CCOc1ccc2ccccc2c1/C=C(/C#N)c1ccc(C(=O)O)cc1
u	x	CC(C)C1Oc2ccccc2C(=O)N(CC(=O)c2ccc3c(c2)OCCO3)C1=O (stereo not given)
i	-5	CCCn1c(=N)n(CCOc2ccc(OC)cc2)c2ccccc21
3%	x	Cn1ncc(Cl)c1C(=O)NCc1cc(C(C)(C)C)n[nH]1
11%	10	O=S(=O)(O)c1nc2ccccc2n1CCOc1ccccc1
u	x	Cc1ccnc(NS(=O)(=O)c2ccc(NC(=O)c3cc(=O)c4ccccc4o3)cc2)n1
u	x	CCN(C(=O)Cn1cnc2cc([N+](=O)[O-])ccc2c1=O)C1CCS(=O)(=O)C1 (stereo not given)
u	x	CCC1CCCCN1C(=O)CSc1nnc2nc(C)cc(C)n12 (stereo not given)
u	x	COc1ccc(C(=O)/C=C/Nc2c(C)n(C)n(-c3ccccc3)c2=O)cc1OC
u	x	O=S(=O)(c1ccc(F)cc1)N1CCN(c2ccc(F)cc2)CC1
0%	-2	O=C(c1ccco1)N1CCn2c1nc1ccccc12
8%	4	c1ccc(-c2cnc(SCCN3CCOCC3)n2CC2CCCO2)cc1 (stereo not given)
5%	0	Cc1ccc2nc(-c3cccc(N)c3)[nH]c2c1
u	x	Cn1cccc1C(=O)NC1CCCCC1
u	x	O=c1nc(Nc2cccc(Cl)c2)oc2cc(Cl)oc(=O)c12
i	8	CC(=O)Cc1nsc(NC(=O)c2csc3c2CCCC3)n1
i	x	CCc1nnc(NC(=O)Cc2ccc(OC)cc2)s1
-17%	4	CC1CC(=O)NN1C(=O)c1ccccc1 (stereo not given)
2%	17	CO/N=C/CC(=O)Nc1ccc(F)cc1F
10%	-7	Cc1ccc(S(=O)(=O)c2nc(S(=O)(=O)c3ccc(C)cc3)c(NCc3ccco3)s2)cc1
u	x	Cc1ccc(Nc2ncc(C(=O)NCCCN3CCN(C)CC3)c3ccccc23)cc1Cl
16%	20	COc1ccccc1-n1cnc2c(c1=O)c1nc3ccccc3nc1n2-c1ccc(C)c(C)c1
i	25	CC(C)C(=O)N1CCC(n2nccc2NC(=O)CCOc2ccccc2)CC1
11%	-2	N/C(=N\NC(=O)c1cccc(F)c1)c1cc2ccccc2oc1=O
u	x	Fc1cccc(Nc2nc3ccccc3n3nnnc23)c1
u	x	O=C1OC(=O)c2cc([N+](=O)[O-])ccc21
i	x	Cc1ccc2cc(CN(Cc3ccc(F)cc3)Cc3nnnn3C3CCCC3)c(=O)[nH]c2c1
16%	-10	C=CCn1c(-c2ccccc2)ccc(C#N)c1=O
3%&-13%	6&-17	O=S(=O)(c1ccc2c(c1)OCCO2)C1CCC(O)CC1 (stereo not given)
i	2	C/C(=N/NS(=O)(=O)c1ccc(F)cc1)c1ccncc1

# Molecules above that have a tert-butyl group, in the order listed:
S3 lipid droplet	S3 lipid droplet cell count max	Compound
u	x	CC(C)(C)c1cc(NC(=O)c2c(F)cccc2Cl)n(-c2ccccc2)n1
u	x	CCCCC(C(=O)NC(C)(C)C)N(Cc1ccco1)C(=O)c1snc(C(N)=O)c1N (stereo not given)
7%	8	Cc1[nH]c2ccccc2c1CCN(Cc1cccs1)C(=S)NC(C)(C)C
3%	x	Cn1ncc(Cl)c1C(=O)NCc1cc(C(C)(C)C)n[nH]1

# Entries of single compounds as entered above. Screens in order: S3 lipid droplet | S3 lipid droplet cell count max
# C=CCn1c(-c2ccccc2)ccc(C#N)c1=O is listed with 16% | -10
# CC(C)C(=O)N1CCC(n2nccc2NC(=O)CCOc2ccccc2)CC1 is listed with i | 25
# N/C(=N\NC(=O)c1cccc(F)c1)c1cc2ccccc2oc1=O is listed with 11% | -2
# CC1CC(=O)NN1C(=O)c1ccccc1 (stereo not given) is listed with -17% | 4
# Cc1ccc2cc(CN(Cc3ccc(F)cc3)Cc3nnnn3C3CCCC3)c(=O)[nH]c2c1 is listed with i | x
